thrombin 1536 = thrombin (human) inhibition; inhibition, % at 5 µM; AID 1046; alpha-thrombin, Boc-VPR-AMC fluorogenic substrate cleavage; P00734; 220,000 tested, 0.26% active;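 active = inhibition at or above 40%; inactive = inhibition below 40%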;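 also: 0% = enzyme with no compound and 100% = wells without enzyme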
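System – human alpha-thrombin protein · Reagent – Boc-VPR-AMC substrate, 15 µM final · Compound – 5 µM single dose in 0.2% DMSO · Schedule – reaction at room temperature · Technique – AMC fluorescence at 355 nm excitation and 460 nm emission · Read-out basis – % inhibition relative to enzyme controls and enzyme-free blanks · Control set – no-compound enzyme wells and no-enzyme blanks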
FXIa inh 1536 = factor XIa (human) inhibition; P03951; purified FXIa, Boc-Glu-Ala-Arg-AMC fluorogenic substrate; inhibition, % at 5 µM; 220,000 tested, 0.14% active; AID 798;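 active = inhibition of at least 40%; inactive = inhibition below 40%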;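 also: fluorescence of freed AMC excited at 355 nm; 0% = enzyme without compound and 100% = no enzyme blank; many of its hits are not listed in these tables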
FXIIa inh 1536 = inhibitors of human coagulation factor XIIa. P00748. purified FXIIa, Boc-QGR-AMC fluorogenic substrate, 2 h. inhibition, % at 5 µM. 220,000 tested, 0.3% active. AID 800; in the data active = inhibition above about 40%;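 also: 0% = enzyme with no compound and 100% = blank without enzyme; many of its hits are not listed in these tables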
Target sequence (P00748 20-372 limits assumed): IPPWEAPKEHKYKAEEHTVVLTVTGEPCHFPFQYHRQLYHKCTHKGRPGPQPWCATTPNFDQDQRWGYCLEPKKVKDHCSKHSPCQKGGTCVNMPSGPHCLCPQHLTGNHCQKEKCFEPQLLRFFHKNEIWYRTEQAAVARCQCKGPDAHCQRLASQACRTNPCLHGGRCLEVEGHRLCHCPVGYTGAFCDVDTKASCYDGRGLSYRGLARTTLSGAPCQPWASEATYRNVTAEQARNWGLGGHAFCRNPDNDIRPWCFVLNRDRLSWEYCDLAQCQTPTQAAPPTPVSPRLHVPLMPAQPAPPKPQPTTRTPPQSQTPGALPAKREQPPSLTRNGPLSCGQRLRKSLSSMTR
Target sequence (P00748 373-615 limits assumed): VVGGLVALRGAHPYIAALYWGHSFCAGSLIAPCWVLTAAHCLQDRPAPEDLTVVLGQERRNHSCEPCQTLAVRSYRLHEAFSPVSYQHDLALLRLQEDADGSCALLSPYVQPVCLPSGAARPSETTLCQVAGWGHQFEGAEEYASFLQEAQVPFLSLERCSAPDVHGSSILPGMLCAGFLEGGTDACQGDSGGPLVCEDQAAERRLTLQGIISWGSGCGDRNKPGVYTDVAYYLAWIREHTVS
Calpain2 inh = blocks pig calpain II enzyme activity; purified calpain II, fluorogenic peptide substrate, 30 min; inhibition, % at 16 µM; 220,000 tested, 0.37% active;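 active = inhibition above about 50%, limit read from the data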
PERK inhibitor = human PERK inhibition, primary cell-based screen | CHO PERK-DD fusion, SEAP luminescence translation reporter | inhibition, % at 5.6 µM | 220,000 tested, 0.17% active | AID 1416;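 active = inhibition above the mean inhibition of all tested compounds plus 3 SD, set separately per screening campaign, cut at about 2.9% in these data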;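 also: PERK kinase domain activated by AP20187 dimerizer at 100 nM; 0% = DMSO with dimerizer and 100% = rapamycin at 8.4 µM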
Furin inh = inhibitors of human furin | P09958 | purified furin, fluorogenic substrate cleavage | inhibition, % at 30 µM | 220,000 tested, 0.061% active | AID 463115; in the data active = inhibition above about 25%; also: inactives centre near -15
KLK5 inh = inhibitors of human kallikrein 5. Q9Y337. recombinant hK5, fluorogenic AMC substrate cleavage. inhibition, % at 5 µM. 210,000 tested, 0.59% active. AID 873;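 active = inhibition of 40% or more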;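 also: 0% = enzyme controls without compound and 100% = no-enzyme blanks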
Target sequence (Q9Y337 67-293 limits assumed): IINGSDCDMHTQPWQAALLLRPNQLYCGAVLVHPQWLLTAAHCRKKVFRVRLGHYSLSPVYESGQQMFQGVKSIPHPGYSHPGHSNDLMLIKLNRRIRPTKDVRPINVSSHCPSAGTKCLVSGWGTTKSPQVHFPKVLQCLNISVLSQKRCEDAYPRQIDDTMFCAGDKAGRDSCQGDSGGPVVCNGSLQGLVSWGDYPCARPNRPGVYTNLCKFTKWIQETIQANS
KCC2 mod = modulates chloride dependent transport by human KCC2 | B-score of Tl+ flux slope (higher = more flux/activation; lower = inhibition) at 10 µM | Q9H2X9 | 190,000 tested, 2.2% active | KCC2 cells, thallium flux FluoZin-2 fluorescence;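 active = thallium flux slope and its plate-corrected score both differing from the plate sample mean at a set confidence after two filtering rounds, in either direction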;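 also: slope of fluorescence scaled to starting intensity during 10 to 20 s after thallium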
Rad51 HR inh = Rad51 (human) homologous recombination inhibition; Q06609; hRad51 DNA strand exchange, fluorescence dequenching; inhibition, % at 10 µM; 200,000 tested, 0.085% active; AID 1385;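 active = inhibition above 40% at the single screening dose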;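 also: 0% = DMSO control wells and 100% = blanks with heterologous ssDNA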
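material = hRad51 filaments on single-stranded DNA | timing = filaments 15 min 37 °C, then compound 30 min | signal = FRET fluorescence dequenching, excitation 485 nm, emission 520 nm | benchmarks = control wells and blank wells on each plate | evaluation = percent inhibition relative to plate controls and blanks | compound = 10 µM final, single point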
An asterisk follows results filed as active; . = no result given; [ ] = remark or other dose. Some of the compounds tested; rates above refer to the full screens.

A first look (3 entries):
SMILES	Furin inh	Rad51 HR inh	PERK inhibitor	FXIa inh 1536	thrombin 1536	FXIIa inh 1536	KLK5 inh	Calpain2 inh	KCC2 mod
COc1cc(/C=N/NC(=O)CC23CC4CC(CC(C4)C2)C3)cc(Br)c1OCC(=O)N(C)C	-17	-3	-0.5	4	-2	9	-4	-40	0.54
Cc1onc(-c2ccccc2)c1C(=O)N=C(N)c1ccc(Cl)cc1	-9	-3	-0.3	5	-1	12	1	-13	1.4
O=c1ccc(Cl)cn1Cc1ccccc1F	-21[20 µM]	-1	1.5	11	6	19	-1	-4	-1.2

The list itself (from the top)
SMILES	Furin inh	Rad51 HR inh	PERK inhibitor	FXIa inh 1536	thrombin 1536	FXIIa inh 1536	KLK5 inh	Calpain2 inh	KCC2 mod
COc1cc(/C=N/NC(=O)CC23CC4CC(CC(C4)C2)C3)cc(Br)c1OCC(=O)N(C)C	-17	-3	-0.5	4	-2	9	-4	-40	0.54
Cc1onc(-c2ccccc2)c1C(=O)N=C(N)c1ccc(Cl)cc1	-9	-3	-0.3	5	-1	12	1	-13	1.4
O=c1ccc(Cl)cn1Cc1ccccc1F	-21[20 µM]	-1	1.5	11	6	19	-1	-4	-1.2
Cc1cc(NC(=O)CN(C)CCOc2ccccc2)ccc1Br	-17	13	1.1	-1	-1	10	1	3	-0.59
CC(CC(=O)O)CC(=O)Nc1nncs1 (centres undefined)	-18	12	0.6	-5	-7	-3	-7	2	0.88
COC(=O)CC1=C(C(=O)OC)C(c2cccc(OCC(N)=O)c2)C(C#N)=C(N)O1 (centres undefined)	-7	-3	0.3	-21	2	12	5	-34	.
COc1ccccc1NC(=O)/C=C/C(=O)O	-32	11	0.9	0	4	13	4	-19	-0.41
COc1ccc(Nc2cc(C(=O)NCc3ccco3)c3ccccc3n2)c(OC)c1	-27	5	-0.3	1	-5	0	-8	8	-0.026
Brc1ccc(-c2nnc(-c3ccccc3Br)o2)cc1	-22	-1	0.8	5	4	15	2	-11	0.4
O=c1cc(C(F)(F)C(F)F)oc2ccccc12	-8[20 µM]	-3	-1.4	-6	2	16	-16	-16	-0.39
CCCc1cc(=O)[nH]c(SCc2cc(=O)oc3c(C)c(C)ccc23)n1	-16	-6	0.3	5	-8	7	-17	1	-1.9
Fc1ccc(-c2n[nH]c(=S)n2-c2ccc3c(c2)OCCO3)cc1	-16	-3	0.7	-6	-7	1	-8	-8	0.75
CCC1CCCCN1S(=O)(=O)c1ccc(S(=O)(=O)N(Cc2ccccn2)CC2CCCO2)cc1 (centres undefined)	-6	-2	-1.5	-8	-5	0	-13	12	-1
O=c1[nH]cnc2sc3c(c12)CCC3	-18	-4	0.6	0	3	9	-1	-6	0.43
COCCCNc1nc2ccccc2nc1NS(=O)(=O)c1ccccc1	-13	-27	1.6	-1	1	7	-4	-43	0.21
CCOC(=O)C1=C(C)N=C2SCCC(=O)N2[C@@H]1c1cccs1	-14	4	-0.3	2	-2	7	3	-20	-0.62
CCS(=O)(=O)c1c([N+](=O)[O-])ncn1C	-16	.	0.1	0	1	6	-6	12	0.32
CCOc1ncccc1C(=O)Nc1nc(C(C)(C)C)cs1	-22	27	1.3	-1	0	7	-1	7	.
CC1C(=O)C(C)C(c2ccc3c(c2)OCO3)NC1c1ccc2c(c1)OCO2 (centres undefined)	-35	1	0.0	4	6	13	-4	-5	0.45
CC1Cc2nc(SCC(=O)N3CCc4ccccc43)n(C)c(=O)c2S1 (centres undefined)	-26	.	-0.9	6	3	8	-5	27	-2.1
O=C(c1ccccc1[N+](=O)[O-])N1CCCN(C(=O)c2ccccc2[N+](=O)[O-])CC1	-21	.	-0.2	2	-2	8	-12	-10	-0.33
COc1ccc(/C(N)=N/OC(=O)COc2ccccc2Cl)cc1	-9	.	0.3	7	1	6	-8	-9	-0.2
Cc1ccc(NC(=S)NCCN2CCOCC2)cc1C	-25[20 µM]	1	0.3	-4	-3	2	-2	-15	.
O=C(O)CSC1CC(=O)N(c2cccc(Cl)c2)C1=O (centres undefined)	-17	2	1.2	21	1	24	-3	1	-0.46
O=C(CCc1ccccc1)Nc1cccc(NC(=O)CCc2ccccc2)c1	-2[20 µM]	6	-2.0	12	0	12	16	-2	.
COc1ccc(-n2nc(C(=O)Nc3nc4ccc(OC)cc4s3)c3ccccc3c2=O)c(OC)c1	-10	3	0.9	4	-2	9	-3	-47	0.64
Cc1ccc(/C=C/C(=O)N2CCCN(C(=O)/C=C/c3ccc(C)cc3)CC2)cc1	-14	-9	-0.2	7	4	3	-2	22	-2.4
CCCCCCN=CC1=C(O)CC(C)(C)CC1=O	-18	8	0.4	3	1	14	-4	3	-0.06
O=C(OCc1nnc(-c2ccc(Cl)cc2)o1)c1ccc(=O)n(Cc2ccccc2)n1	-13[20 µM]	-1	0.5	-1	3	7	-10	-31	-0.013
O=C(NCC1CCCO1)/C(=C\c1cccs1)NC(=O)c1ccccc1 (centres undefined)	-22	1	-0.6	-5	2	12	-4	-12	0.044

A draw from above in order of molar mass, rising:
SMILES	Furin inh	Rad51 HR inh	PERK inhibitor	FXIa inh 1536	thrombin 1536	FXIIa inh 1536	KLK5 inh	Calpain2 inh	KCC2 mod
CCCc1cc(=O)[nH]c(SCc2cc(=O)oc3c(C)c(C)ccc23)n1	-16	-6	0.3	5	-8	7	-17	1	-1.9
COCCCNc1nc2ccccc2nc1NS(=O)(=O)c1ccccc1	-13	-27	1.6	-1	1	7	-4	-43	0.21
Cc1cc(NC(=O)CN(C)CCOc2ccccc2)ccc1Br	-17	13	1.1	-1	-1	10	1	3	-0.59

Next section
SMILES	Furin inh	Rad51 HR inh	PERK inhibitor	FXIa inh 1536	thrombin 1536	FXIIa inh 1536	KLK5 inh	Calpain2 inh	KCC2 mod
O=[N+]([O-])c1ccc(O)c(/C=N/Nc2nc3ccccc3[nH]2)c1	-18	.	0.4	7	0	12	-87	19	0.12
CC(=O)N1CC=C2C(C#N)=C(N)C(C#N)(C#N)[C@H](c3ccoc3)[C@H]2C1	-12[20 µM]	7	0.5	5	2	18	-23	-14	0.51
O/N=C1/CCCCC1c1ccccn1 (centres undefined)	-16	-2	0.4	5	3	18	-20	18	.
CCCCOCCCNCC(=O)Nc1ccc(S(N)(=O)=O)cc1	10	0	-0.3	1	0	2	0	27	0.36
CCn1c(SC)nnc1-c1ccc(S(=O)(=O)N2CCCCC2)cc1	-20[20 µM]	10	-0.2	.	.	.	.	.	0.82
CNc1ccccc1C(C)(C)c1cc(-c2cccc(OC)c2)no1	-16	-5	0.2	3	.	11	1	5	-0.2
O=C(CCn1cnc2ccccc2c1=O)Nc1ccc2c(c1)OCCO2	-15[20 µM]	-6	0.1	-6	-7	3	2	9	.
CCOC(=O)C(Cc1ccccc1)c1ccnc2ncnn12 (centres undefined)	-25	-42	2.4	-5	2	0	-12	-11	-0.64
Cn1c(OCc2cccnc2)nc2c1c(=O)n(Cc1ccccc1)c(=O)n2C	-20[20 µM]	-2	-0.7	19	3	28	-4	-1	1.6
COc1cc(OC)c(OC)cc1/C=N/n1c(-c2n[nH]c3c2CCC3)n[nH]c1=S	-24	5	1.0	4	-5	2	11	-28	-0.059
N#C/C(=C\c1ccc2c(c1)OCO2)C(N)=S	-21	23	0.9	-6	-2	2	-10	5	-0.95
Cc1cc(C(=O)Nc2ccc(Cl)cc2)c(C)n1Cc1cccs1	-6	-6	0.2	-5	-1	4	-6	-12	0.0019
Cc1ccccc1C(=O)Nn1c(C)ccc1C	-18	-5	0.6	-2	-7	6	3	-14	.
CC1(C(=O)O)CCC(C(=O)Nc2ccccc2O)C1(C)C (centres undefined)	2[20 µM]	-5	-1.6	-6	2	14	-10	8	0.85
CC1CCCCC1NC(=O)c1cn(C)c2ccc(S(=O)(=O)N3CCCC3)cc2c1=O (centres undefined)	-8	-4	0.5	0	14	9	5	-40	-0.73
O=C1CN(C(=O)COc2ccc(Br)cc2)c2ccccc2N1	-10	1	0.0	0	3	2	3	-12	0.038
CCc1cc(=O)oc2cc3occ(-c4ccc(OC)c(F)c4)c3cc12	-13	9	0.8	7	-2	5	-3	-6	-0.011
COc1ccc(CCn2c(-c3cccc([N+](=O)[O-])c3)nc3nc4ccccc4nc32)cc1OC	-4	-15	0.5	9	-5	15	2	25	0.15

2 neighbouring compounds already listed, quoted:
SMILES	Furin inh	Rad51 HR inh	PERK inhibitor	FXIa inh 1536	thrombin 1536	FXIIa inh 1536	KLK5 inh	Calpain2 inh	KCC2 mod
O=[N+]([O-])c1ccc(O)c(/C=N/Nc2nc3ccccc3[nH]2)c1	-18	.	0.4	7	0	12	-87	19	0.12
CC(=O)N1CC=C2C(C#N)=C(N)C(C#N)(C#N)[C@H](c3ccoc3)[C@H]2C1	-12[20 µM]	7	0.5	5	2	18	-23	-14	0.51
